Growth percent in the NCI-60 one-dose screen (48 h, 10 µM unless noted): 100 = growth as untreated, 0 = no growth, -100 = all killed.
HL-60(TB) = HL-60(TB) leukemia cells; actives 9% (n = 78,000); active = growth percent below 10
Starred values were filed as active, the others as inactive; & = joins results of further samples.

SMILES	HL-60(TB)
CCn1c2ccc(/C=N\N=C(N)N)cc2c2cc(/C=N/N=C(N)N)ccc21	62
CN(C)CCN(Cc1cccs1)c1ccccn1	112
COc1ccc(C(=O)c2c(N)nc3n2CCCC3)cc1OC	94
O=C(Nc1ccccc1)OCCCCOC(=O)Nc1ccccc1	102
CCOP(=O)(OCC)OC[C@]12CCC(C)(C)C[C@H]1C1=CC[C@@H]3[C@@]4(C)CC[C@H](OP(=O)(OCC)OCC)C(C)(C)[C@@H]4CC[C@@]3(C)[C@]1(C)CC2	9.0*
COc1ccccc1N1COOC2(OOC1)C1CC3CC(C1)CC2C3	82
O=C(/C=C/c1ccc2ccccc2c1)Nc1ncc(Cc2ccccc2Cl)s1	101
COC(=O)C(CSCc1ccccc1)NC(=O)CCNC(=O)OCc1ccccc1 (configuration not stated)	117
CCOC(=O)c1[nH]c(-c2ccc(Cl)cc2)cc1-c1cccnc1	-21*
O=C1C2=C(NC(=S)NC2c2ccc3c(c2)OCO3)c2ccccc21 (configuration not stated)	100

Among those listed so far, these contain nitrogen in an aromatic ring.
SMILES	HL-60(TB)
CCn1c2ccc(/C=N\N=C(N)N)cc2c2cc(/C=N/N=C(N)N)ccc21	62
CN(C)CCN(Cc1cccs1)c1ccccn1	112
COc1ccc(C(=O)c2c(N)nc3n2CCCC3)cc1OC	94
O=C(/C=C/c1ccc2ccccc2c1)Nc1ncc(Cc2ccccc2Cl)s1	101
CCOC(=O)c1[nH]c(-c2ccc(Cl)cc2)cc1-c1cccnc1	-21*

Continuation.
SMILES	HL-60(TB)
COc1cccc(C2N(c3cccc(Cl)c3)C(=O)N3CCCN23)c1 (configuration not stated)	101
O=C1O/C(=C2\C=C(c3ccccc3)OC2=O)C=C1c1ccccc1	105
Cn1c(=O)[nH]c(=O)c2nc(CC(=O)Nc3ccccc3)c(=O)[nH]c21	98
CC1=C(C)C(=O)C(N2CCCCC2)=CC1=O	97
C/C(=C1/C(=O)Nc2ccccc21)c1ccc(NS(=O)(=O)c2ccccc2)cc1	131
Cc1ccc2cc(O)ccc2c1	105
CCCCCCCCn1ccc2cc(NC(=O)CN3CCN(c4cc(C)nc(N5CCCCCC5)n4)CC3)ccc21	47
N#CC1C(=O)c2ccccc2C1c1ccccc1 (configuration not stated)	103&108
COc1ccc2nc3cc(Cl)ccc3c(N3CCN(c4nccc(Nc5ccc(Cl)cc5)n4)CC3)c2c1	48
Nc1nc(NCc2ccccc2)n(S(=O)(=O)c2ccc(F)cc2F)n1	100
CC1(C)[C@H](O)CC[C@]2(C)[C@@H]1CC[C@@]13C[C@@H](CC[C@H]12)[C@@](O)(CO)C3	106
O=C1c2cccc3cccc(c23)C(=O)N1Nc1nc(N2CCCCC2)nc(N2CCOCC2)n1	105
Nc1cc2ccccc2c(=O)n1NC(=O)c1ccc(Cl)cc1	96
O=c1/c(=C/C(Br)=C/c2ccccc2)sc2nc3ccccc3n12	101
COC(=O)C1CCC[N+](C)(C)C1 (configuration not stated)	88
O=C(c1nc2ccccc2[nH]1)C1C(c2ccccc2O)C2CSCN2[C@@]12C(=O)Nc1ccccc12 (some centres not stated)	103
O=C1Nc2ccccc2/C1=N/N=C/c1cccs1	103
Cc1cc(C)c2c(n1)sc1c(Nc3ccc(Cl)cc3)ncnc12	-19*
Cc1csc(N2N=C(c3cc4ccccc4o3)CC2c2c[nH]c3ccccc23)n1 (configuration not stated)	98
COc1ccc(C2=CC(c3ccc(Oc4ccnc5cc(Cl)ccc45)c(OC)c3)c3c(nc(SC)[nH]c3=O)N2)cc1 (configuration not stated)	128
O=C1COC2CCCCC2O1 (configuration not stated)	102
N#C/C(=C\c1ccc(-c2cc(C(F)(F)F)ccc2Cl)o1)c1nc(-c2ccco2)cs1	89
Nc1cc(SCc2ccc([N+](=O)[O-])cc2)ncn1	61
O=C(Cc1ccc(/C=C/C(=O)c2ncc[nH]2)cc1)Nc1ccccc1	7.8*
OC1c2ccccc2-c2ccccc21	80
COc1ccc(Br)cc1C1Nc2ccc3ccccc3c2C2=C1C(=O)CC(c1ccccc1)C2 (configuration not stated)	94
CCCCN1C(=O)/C(=c2\sc3n(c2=O)NC2C(N=3)N(CC)C(=O)N2CC)c2cc(Cl)ccc21 (configuration not stated)	100
Cn1cc(-c2nn3cc(-c4ccc([N+](=O)[O-])cc4)nc3s2)c2ccccc21	102
CCOC(=S)SCc1ccc(Cl)cc1	66
O=S(=O)(O)c1cccc2c(S(=O)(=O)O)cccc12	101
COc1nccc2c(Nc3ccc(Cl)cc3)nc(N)nc12	108
COc1ccc(Cc2nc3sc4c(c3c(=O)[nH]2)CCC4)cc1OC	83
CCN(CCNc1ccc(C)c2sc3ccccc3c(=O)c12)CC(C)(C)O	44
O=C1CC(c2ccsc2)c2snc(-c3ccc(Cl)cc3)c2N1 (configuration not stated)	13
CCOc1ccccc1-c1cc(-c2ccc(F)cc2)c(C#N)c(=O)[nH]1	98
COc1cc(C#N)cc(OC)c1OC	58
CCOc1ccc(C(O)C2=CC(=O)c3ccccc3C2=O)cc1OCC (configuration not stated)	102
Oc1ccccc1O	56
CCOc1cc2ncc(C#N)c(Nc3ccc(OCc4cccc(F)c4)c(Cl)c3)c2cc1NC(=O)CCCCC1CCSS1 (configuration not stated)	108
Cn1nc([N+](=O)[O-])nc1-c1ccccc1	63
N#CSCc1ccc(CSC#N)c(Br)c1	11
CC/C(=N\N=C(/CC)c1ccc(Br)cc1)c1ccc(Br)cc1	124
Cc1ccc(NC(=O)CSc2nc3ccc([N+](=O)[O-])cc3[nH]2)cc1	99
Cc1ccc(C(=O)c2sc3nc4c(cc3c2N)CCCC4)c(C)c1	-3.3*
Cn1cccc1C(=O)C1C(c2cccc([N+](=O)[O-])c2)C2C3CCCCC3CN2C12C(=O)Nc1ccc(Cl)cc12 (configuration not stated)	18
CCc1cc2c(=O)c(-c3nc4ccccc4s3)coc2c(CN2CCCCC2)c1O	57
CCc1ccc(OCCO)c(Cl)c1	109
COC(=O)c1nnn(-c2ccc(S(N)(=O)=O)cc2)c1C(=O)c1ccc(OC)cc1	103
COc1ccccc1/C=C/C(=O)c1nnn(-c2ccc(C(=O)O)cc2)c1C	83
C#CCC1(c2ccc(OC)cc2)NS(=O)(=O)c2ccccc21 (configuration not stated)	83

Among those listed so far, these have a furan ring, fused or not:
SMILES	HL-60(TB)
Cc1csc(N2N=C(c3cc4ccccc4o3)CC2c2c[nH]c3ccccc23)n1 (configuration not stated)	98
N#C/C(=C\c1ccc(-c2cc(C(F)(F)F)ccc2Cl)o1)c1nc(-c2ccco2)cs1	89

Three entries from above, as labelled records:
CCc1cc2c(=O)c(-c3nc4ccccc4s3)coc2c(CN2CCCCC2)c1O
  HL-60(TB) = 57

CCc1ccc(OCCO)c(Cl)c1
  HL-60(TB) = 109

COC(=O)c1nnn(-c2ccc(S(N)(=O)=O)cc2)c1C(=O)c1ccc(OC)cc1
  HL-60(TB) = 103

Other records.
SMILES	HL-60(TB)
COc1cc(Br)cc2cc(C(=O)CSc3nc4ccccc4c(=O)n3-c3ccccc3)c(=O)oc12	94
O=C1OC(Cl)c2ccccc21 (configuration not stated)	107
COc1ccc(-c2cc(NC(=O)Nc3nc4c(C)cccc4s3)no2)cc1	107
O=C(O)c1cn(C2CC2)c2cc(N3CCN(CCN4CCOCC4)CC3)c(F)cc2c1=O	93
COc1cc(Nc2nc(NCCN)nc3cc[nH]c(=O)c23)cc(OC)c1	72
CCN1C(=O)/C(=c2\sc3n(c2=O)NC2C(N=3)N(CC)C(=O)N2CC)c2ccccc21 (configuration not stated)	-4.7*
O=[N+]([O-])c1ccc(NS(=O)(=O)c2cc(Cl)ccc2Cl)c2ccccc12	33
Oc1ccc(Br)cc1/C=N/Nc1nc(-c2ccc(Br)cc2)cs1	113
O=[N+]([O-])c1ccc(N/N=C/C=C/c2ccccc2)nc1	81
CC(=O)CC(=O)Nc1cccc(NC(=O)CC(C)=O)n1	74
CCOP(=O)(OCC)c1nc(-c2ccccc2)oc1N1CCOCC1	98
N/C(=N\N=C\c1ccc(-c2ccccc2)cc1)N[N+](=O)[O-]	-16*
C/C(=N\O)[C@@H]1CC[C@]2(CO)CC[C@]3(C)[C@H](CC[C@@H]4[C@@]5(C)CCCNC(C)(C)[C@@H]5CC[C@]43C)[C@@H]12	95
CCOC(=O)C(Cc1ccccc1)n1c(O)c(C=Nc2ccc(S(=O)(=O)SCC)cc2)sc1=S (configuration not stated)	80
Fc1ccccc1[C@H]1Nc2c(ccc3ncccc23)[C@H]2C=CC[C@H]21	52
CC1(C)N=C(N)N=C(N)N1c1ccc(OCCCCNC(=O)c2ccc(S(=O)(=O)F)cc2)c(Cl)c1	36
COc1cc2nc(Sc3sc(N)nc3C)n(-c3ccccc3)c(=O)c2cc1OC	104
C[C@]12CC[C@H]3[C@@H](CC[C@H]4C[C@@H](O)CC[C@@]43C)[C@@H]1CC(=O)C2	83
CNS(=O)(=O)c1ccc(Nc2ccc(C(F)(F)F)cc2)c(-c2cn(C)cn2)c1	48
CCCNC(=O)Oc1ccc(/C(=C(\C)c2ccccc2)c2ccc(OCCCN(C)C)cc2)cc1	65
CCOC(=O)C1=C(N)N(c2ccc(C)cc2)C2=C(C(=O)CC(C)(C)C2)C1c1ccc(OC)cc1 (configuration not stated)	98
CCCC(C)NCCOC(=O)c1ccccc1 (configuration not stated)	116&101
Oc1ccc(C(Cc2ccccc2)N2CCCCC2)cc1 (configuration not stated)	86
CN1CCN(CCCCOc2ccc3c(c2)CCCC(=O)N3)CC1	104
CC1(C)CC[C@]23CC[C@]4(C)[C@H](CC[C@@H]5[C@@]6(C)CC[C@H](NCO)C(C)(C)[C@@H]6CC[C@]54C)[C@H]2[C@H]1OC3	4.2*
CC1(C)CC(=O)C2=C(C1)N(c1ccc(F)cc1F)C(N)=C(C#N)C2c1ccc(Cl)c([N+](=O)[O-])c1 (configuration not stated)	100
COc1cc(NCC(=O)Nc2cc(Nc3ccccc3Cl)ncn2)c(Cl)c(OC)c1Cl	99
CC(C)CC(=O)C1CCCC1	117
O=C(c1cccc(Br)c1)N1CCN(c2ccnc3cc(Cl)ccc23)CC1	93
O=C1NC(=O)c2ccc(-c3ccc4c(c3)ncn4C3CCCCC3)c3cccc1c23	73
CC(=O)c1ccc(NC(=O)CSc2nc3ccccc3c(=O)n2CCc2ccc(S(N)(=O)=O)cc2)cc1	115
O=C1CCC(N2Cc3cc(NC(=O)COc4ccccc4)ccc3C2=O)C(=O)N1 (configuration not stated)	6.3*
O=C(C1=CNC(=S)NC1c1ccc(Cl)cc1)c1cc2ccccc2oc1=O (configuration not stated)	117
CCOC(=O)c1cc(CCCOc2ccc(-c3noc(C(F)(F)F)n3)cn2)on1	93
CC(=O)OCCC(C)CCC=C(C)C (configuration not stated)	108
O=C(N/N=C1/C=C(NNC(=O)c2ccncc2)CCC1)c1ccncc1	130
CCCNc1nc(SC)nc(-c2cccc(N)c2)c1C#N	99
Fc1ccc2[nH]cc(-c3nc(-c4ccsc4)cs3)c2c1	99
CN1CC(=O)[C@H]2C[C@]23c2cccc4[nH]cc(c24)C[C@@H]13	99
C=CCOC(=O)N1CC1	87
CC1CN(c2oc(-c3ccccc3)nc2C#N)CC(C)O1 (configuration not stated)	101
O=C(Cn1cc(CSc2nc3ccccc3o2)nn1)Nc1ccc([N+](=O)[O-])cc1	98
O=C(C1CC2CCC13CC=CCC23)C1CC2CCC13CC=CCC23 (configuration not stated)	100
Cc1cc(C)c(N2C(=O)CC(Nc3cccc(Cl)c3Cl)C2=O)c(C)c1 (configuration not stated)	97
O=C(COc1ccc(-c2nc3ccccc3[nH]2)cc1)N=Nc1c(O)[nH]c2ccccc12	103
S=C(Nc1ccccc1)Nc1cccc2ccccc12	103
COc1ccc(Cc2nnc3sc(SCC(=O)Nc4ccc(Cl)cc4)nn23)cc1	105
C[C@H]1[C@H]2CO[C@@H](O)C3C4Cc5c([nH]c6ccccc56)[C@H](C[C@H]32)N41	94
CCC1C=Cc2ccccc21 (configuration not stated)	96
O=C1N/C(=N\c2ncn[nH]2)S/C1=C\c1cccs1	96

Additional results.
SMILES	HL-60(TB)
COC(=O)CCN(c1ccccc1)c1ccc(C)cc1	89
O=C(O)c1ccc(-c2ccc(/C=N/NC(=O)c3[nH]c4ccc(Br)cc4c3-c3ccccc3)s2)cc1O	72
c1ccc2c(c1)ncn2-c1nc2ccccc2n2c1nc1ccccc12	102
CCOC(=O)c1c(C)[nH]c(C(C)=O)c1C	101
CCCCC(=O)O[C@]1(C(=O)CO)CCC2C3CCC4=CC(=O)CC[C@]4(C)C3[C@@H](O)C[C@@]21C (some centres not stated)	98
Cc1oc(-c2ccccc2Cl)cc1C(=O)Nc1ccc(S(N)(=O)=O)cc1	102
Cn1cc(/C=C(\SS/C(=C/c2cn(C)c3cccc(C(=O)O)c23)C(=O)O)C(=O)O)c2c(C(=O)O)cccc21	101
O=C1Nc2ccccc2/C1=C/c1cn(CC(O)Cn2cc(/C=C3\C(=O)Nc4ccccc43)c3ccccc32)c2ccccc12 (configuration not stated)	-10*
CN(C)c1ccc2nc3ccc(=[N+](C)C)cc-3oc2c1	-21*
O=C1c2ccccc2C(=O)c2cc(S(=O)(=O)Cl)ccc21	83
Oc1cccc2ccc(N/N=C/c3cc(CN4CCOCC4)c(O)c4ncccc34)nc12	0.9*
Cn1cc(-c2nc(N)nnc2-c2cncc(Br)c2)c2cc(Br)ccc21	88
CN(C)CN1C(=O)c2ccccc2C1=O	81
COc1ccc(-c2nnc(Nc3ccc(C)cc3)o2)cc1	95
Cc1ccc(-[n+]2noc([O-])c2C2=NN(c3ccccc3)C(c3ccccc3)C2)cc1 (configuration not stated)	118

Ordered by number of heavy atoms (rising): part of the list above.
SMILES	HL-60(TB)
O=C1c2ccccc2C(=O)c2cc(S(=O)(=O)Cl)ccc21	83
Cn1cc(-c2nc(N)nnc2-c2cncc(Br)c2)c2cc(Br)ccc21	88
Oc1cccc2ccc(N/N=C/c3cc(CN4CCOCC4)c(O)c4ncccc34)nc12	0.9*

Screens: PubChem BioAssay, NCI

Only part of the results is shown; count on the stated rates, not on these rows.
